Compound activity deposited in PubChem BioAssay by Broad Institute.
ARNT TACC3 PPI = disruptors of ARNT/TACC3 protein interaction, primary screen, biochemical, AlphaScreen, single concentration; Transforming acidic coiled-coil-containing protein 3 (Homo sapiens), Q9Y6A5; AlphaScreen His-ARNT PAS-B/GST-TACC3 binding, luminescence; TACC3 fragment carries E629A point mutation; inhibition, % at 9.99 µM; 390,000 compounds, 0.66% hits; AID 623870, 2012;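 active = mean inhibition of replicates at least 50% and at least half of replicates each reaching 50%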;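 also: 0% = complete ARNT plus TACC3 wells and 100% = ARNT alone without TACC3; many hits fall short of the cut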
ERp5 block = inhibitors of ERp5-driven insulin aggregation, primary screen, biochemical, turbidity, absorbance 650 nm, single point | inhibition, % at 9.99 µM | 350,000 compounds, 0.05% hits | Protein disulfide-isomerase A6 (Homo sapiens), Q15084 | 90 min;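 active = mean replicate inhibition above about 25%, with every replicate also reaching it, limit read from the data, passing the limit was not always enough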
Target sequence (Q15084 whole entry, looked up): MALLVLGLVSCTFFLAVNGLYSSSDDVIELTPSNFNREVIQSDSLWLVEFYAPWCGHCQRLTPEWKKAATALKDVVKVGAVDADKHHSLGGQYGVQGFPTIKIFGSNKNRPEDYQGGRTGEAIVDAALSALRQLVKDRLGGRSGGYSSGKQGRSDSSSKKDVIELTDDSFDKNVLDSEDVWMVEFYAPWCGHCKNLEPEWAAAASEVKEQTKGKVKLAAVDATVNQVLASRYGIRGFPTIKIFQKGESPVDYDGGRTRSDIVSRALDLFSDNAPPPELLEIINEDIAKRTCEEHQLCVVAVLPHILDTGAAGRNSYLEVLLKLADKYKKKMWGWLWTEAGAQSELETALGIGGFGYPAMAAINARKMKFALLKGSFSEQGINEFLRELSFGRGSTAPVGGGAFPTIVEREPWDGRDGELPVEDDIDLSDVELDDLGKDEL
Cneo AK release = Cryptococcus neoformans cell lysis inducers, primary screen, AK release luminescence, single concentration; C. neoformans lysis, adenylate kinase release luminescence, 4 h; normalised: neutral wells 0, clomiphene wells 100; lysis activity, % at 15 µM; 360,000 compounds, 0.2% hits;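 active = mean lysis activity across replicates of at least 80%, whatever share of replicates individually reach that level; inactive = mean lysis activity below 80%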
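read-out = cell lysis signal | test system = log-phase Cryptococcus neoformans yeast cells | input = cells at 5 × 10^6 per mL | medium = fresh YPD growth medium | signal = luminescent adenylate kinase detection reagent | timing = 4 h at 37 °C static, read 1 h later | dosing = single dose | controls = Clomiphene as positive lysis control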
esBAF inh = Bmi1 luciferase reporter increase in mESCs, primary screen, esBAF inhibitor project, mouse ES cells, Bmi1 luciferase knock-in, single point. 24 h; 100% = twice the neutral-well signal. reporter increase, % at 12.5 µM. 350,000 compounds, 2% hits. AID 602393, 2012; in the data active = activation above about 40%;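 also: 0% = median of the plate's neutral control wells and 100% = double that signal; a rise in the Bmi1 reporter signal indicates esBAF inhibition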
SIRT5 block = SIRT5 desuccinylase inhibitors, primary screen, biochemical, fluorescence imaging, single point, set 5; NAD-dependent protein deacylase sirtuin-5, mitochondrial (Homo sapiens), Q9NXA8; Purified SirT5, succinyl-peptide AMC, trypsin-coupled fluorescence; inhibition, % at 15 µM; 330,000 compounds, 1.1% hits; AID 652115, 2013; in the data active = inhibition above about 15%
Target sequence (Q9NXA8 whole entry, looked up): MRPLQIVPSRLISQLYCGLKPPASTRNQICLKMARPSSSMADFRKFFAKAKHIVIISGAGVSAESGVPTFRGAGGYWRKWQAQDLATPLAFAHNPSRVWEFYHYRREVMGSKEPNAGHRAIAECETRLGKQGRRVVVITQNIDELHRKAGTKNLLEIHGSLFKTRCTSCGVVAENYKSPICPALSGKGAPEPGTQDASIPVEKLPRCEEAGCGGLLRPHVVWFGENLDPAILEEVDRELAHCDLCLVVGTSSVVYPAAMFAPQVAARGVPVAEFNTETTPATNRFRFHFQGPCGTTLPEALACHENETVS
C2C12 statin = suppressors of statin myotoxicity in C2C12 myotubes, primary screen, cell-based, single point, plate reader | C2C12 myotubes + simvastatin, ATP luminescence, 48 h; scaled: DMSO 0, geranylgeraniol control 100 | AID 602340, 2012 | rescue of ATP level, % at 7.49 µM | 330,000 compounds, 0.78% hits;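 active = mean ATP rescue above about 67%, or every replicate alone reaching that limit, limit read from the data, passing the limit was not always enough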;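 also: myotubes were challenged with 10 µM simvastatin during compound exposure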
miR-122 sensor = miR-122 Renilla sensor signal increase in Huh7, primary screen, miR-122 inhibitor project, cell-based, single point, plate reader; Huh7 miR-122 Renilla luciferase sensor, 48 h; neutral wells = 0, positive control = 100; activation (reporter increase), % at 12.5 µM; 340,000 compounds, 0.3% hits; AID 602342, 2012;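 active = mean replicate activation score at least 90 and every replicate individually at or above 90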;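 also: higher luciferase means less miR-122 activity so hits act as miR-122 inhibitors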
* = called active by the depositor; . = not tested or not shown; [ ] = dose if it differs, or a comment.

| canonical_smiles | Cneo AK release | ERp5 block | C2C12 statin | miR-122 sensor | esBAF inh | ARNT TACC3 PPI | SIRT5 block |
| --- | --- | --- | --- | --- | --- | --- | --- |
| CCSc1nnc(NC(=O)c2c(-c3ccccc3Cl)noc2C)s1 | 0 | . | 126* | -12 | -3 | -4 | . |
| COC(=O)CCC(=O)Nc1cccc(Cl)c1 | 1 | . | 58 | -3 | 10 | 9 | . |
| Cc1cc2ccccc2cc1CN1CCOCC1 | -1 | . | -4 | 4 | -4 | -5 | . |
| O=C(Oc1c(-c2ccccc2)c(=O)n2c3c(cccc13)CC2)c1ccccc1 | 8 | 4 | . | 2 | . | . | -3 |
| Cc1ccc(S(=O)(=O)N2CCCCC2)cc1NC(=O)c1ccc2ccccc2n1 | . | -3 | . | . | . | -4 | -8 |
| Cn1c2ccc(F)cc2c2nnc(SCC(=O)Nc3cccc(O)c3)nc21 | 0 | 4 | 0 | . | -3 | 9 | 0 |
| Cc1nc(-c2ccccn2)sc1C(=O)Nc1ccc(F)cc1 | -1 | . | -17 | 3 | 25 | -10 | . |
| COc1ccc(C(=O)NCCc2c[nH]c3ccccc23)cc1OC | -1 | -4 | -15 | -3 | -5 | -7 | 0 |
| Nc1nnc(CSCc2ccc(Cl)cc2Cl)s1 | 2 | 2 | . | . | 10 | 0 | 3 |
| CN(C)c1cc[n+](CC(=O)c2cccs2)cc1 | 0 | 3 | -3 | 0 | 13 | -7 | -1 |
| CC1(C)NC(=O)N(CC(O)COc2ccccc2C(=O)N2CCCCC2)C1=O (stereo not drawn) | 3 | . | -1 | -7 | -9 | 5 | . |
| Cc1cccc(OCCCC(=O)N2CCCCCC2)c1C | -1 | 2 | -6 | 4 | 15 | -4 | 2 |
| O=C(Nc1cccc(Cl)c1)C1CCCN(C2=NS(=O)(=O)c3ccccc32)C1 (stereo not drawn) | . | 0 | . | . | . | -3 | 5 |
| Cc1cc2c(NS(=O)(=O)c3ccc(F)cc3)cccc2nn1 | 0 | -5 | . | 1 | . | 3 | 0 |
| C[C@@H]1CCCCO[C@H](CN(C)Cc2ccc(C(F)(F)F)cc2)[C@@H](C)CN([C@H](C)CO)C(=O)c2cc(NC(=O)c3ccncc3)ccc2O1 | -2 | 2 | 62 | 8[16.7 µM] | 2 | -6 | 1 |
| CCCn1c(SCc2ccc(Cl)cc2)nc2c1c(=O)[nH]c(=O)n2C | 4 | . | 28 | -7 | 3 | 1 | . |
| C[C@@H]1CN([C@H](C)CO)C(=O)c2cc(NC(=O)c3ccncc3)ccc2O[C@@H](C)CCCCO[C@@H]1CN(C)Cc1ccccc1 | 4 | 7 | . | 0[16.7 µM] | 1 | 4 | 5 |
| CCOC(=O)CC(NC(=O)c1cccc2c1C(=O)N(Cc1cccnc1)C2)c1ccc(OCC)c(OC)c1 (stereo not drawn) | . | 7 | 7 | 8 | -4 | -4 | -2 |
| CO[C@@H]1CN(C)C(=O)c2cc(NC(C)=O)ccc2OC[C@H](C)N(Cc2cc(F)ccc2F)C[C@H]1C | -1 | -5 | 1 | 5[16.7 µM] | 0 | -2 | 0 |
| O=C(c1ccc2nccnc2c1)N1CCN(Cc2ccc3c(c2)OCO3)CC1 | 0 | -1 | 16 | -1 | 2 | 2 | 9 |
| Cc1nn(C)cc1NC(=O)C[C@H]1CC[C@H]2[C@H](COc3ccc(NC(=O)C4CCOCC4)cc3C(=O)N2C)O1 | 9 | . | 10 | . | -7 | -8 | . |
| COc1ccc(NC(=O)CSc2[nH]c(=O)cc(C)c2C#N)cc1OC | -1 | -84 | 12 | -8 | 33 | -1 | 0 |
| O=C(Nc1csc([N+](=O)[O-])c1)Nc1ccccc1Cl | . | 1 | . | . | . | -1 | 2 |
| Cc1ccc2nc(-c3ccncc3)cc(C(=O)NCc3ccccc3F)c2c1 | -2 | -13 | . | 2 | . | 1 | -3 |
| Cc1cc(C(=O)OCC(=O)Nc2cccc(S(=O)(=O)N3CCOCC3)c2)c(C)o1 | 2 | . | -6 | 4 | -13 | . | . |
| COc1ccc(OCCOC(=O)c2nc3nccc(C)n3n2)cc1 | . | -5 | . | . | . | 6 | -5 |
| Cc1cc(=O)oc(C)c1C(=O)N1CCN(C)CC1 | -2 | . | -6 | 6 | -9 | . | . |
| O=C(CCCl)Nc1cc(SCCO)cc([N+](=O)[O-])c1 | -1 | . | -2 | 4 | -1 | 0 | . |
| C[C@@H]1CCCCO[C@H](CN(C)Cc2ccc(C(=O)O)cc2)[C@@H](C)CN([C@H](C)CO)C(=O)c2cc(NS(=O)(=O)c3ccc(F)cc3)ccc2O1 | -8 | -4 | . | -3[16.7 µM] | -8 | -6 | -3 |
| CC(C)(C)OC(=O)C[C@H]1C/C=C\C[C@@H](CC(=O)NCCO)C(=O)N[C@H](C(C)(C)C)COC1=O | 1 | 3 | -1 | . | -7 | -1 | -4 |
| COc1ccc(/C=N/NC(=O)c2snnc2C)c(OC)c1OC | -1 | -3 | 20 | -9 | 4 | -1 | 2 |
| Cc1ccc(C(=O)NCCn2cc(SCC(=O)Nc3cc(C)on3)c3ccccc32)cc1 | -2 | 7 | 2 | 7 | 58* | -10 | -1 |
| O=C(CCc1ccc(S(=O)(=O)N2CCOCC2)cc1)N/N=C/c1ccc(O)c(O)c1O | -2 | . | 2 | -2 | -5 | 11 | . |
| COc1ccc(CN2CCNC(=O)C2CC(=O)NCC2CCOCC2)cc1C (stereo not drawn) | 6 | 5 | 1 | . | 4 | -1 | -1 |
| Clc1ccc(Cc2noc(Cc3ccccc3)n2)cc1Cl | -4 | . | -1 | . | -7 | . | . |
| O=C(NCC(c1cccs1)N1CCOCC1)C1CCN(S(=O)(=O)c2cccc(C(F)(F)F)c2)CC1 (stereo not drawn) | . | -4 | . | . | . | -7 | -6 |
| CCN(CC(=O)Nc1ccc(NC(C)=O)cc1)C(=O)Cc1ccccc1F | -1 | -6 | -1 | . | -13 | . | -1 |
| CCN(CC)c1ccc(NC(=O)CN2C(=O)CSc3ncccc32)c(C)c1 | -2 | 17 | 6 | 0 | -17 | -5 | . |
| C[C@@H]1CN([C@H](C)CO)C(=O)c2cccc(NC(=O)C3CCCCC3)c2O[C@H]1CN(C)Cc1ccc(C(=O)Nc2ccccc2N)cc1 | -4 | -13 | -12 | -13[16.7 µM] | 4 | -1 | 4 |
| CC(=O)c1cccc(NC(=S)NC(=O)c2cncc(Br)c2)c1 | -1 | 7 | -1 | 4 | 18 | 4 | 0 |

A section taken from the entries so far, as a working copy:
| canonical_smiles | Cneo AK release | ERp5 block | C2C12 statin | miR-122 sensor | esBAF inh | ARNT TACC3 PPI | SIRT5 block |
| --- | --- | --- | --- | --- | --- | --- | --- |
| O=C(CCCl)Nc1cc(SCCO)cc([N+](=O)[O-])c1 | -1 | . | -2 | 4 | -1 | 0 | . |
| C[C@@H]1CCCCO[C@H](CN(C)Cc2ccc(C(=O)O)cc2)[C@@H](C)CN([C@H](C)CO)C(=O)c2cc(NS(=O)(=O)c3ccc(F)cc3)ccc2O1 | -8 | -4 | . | -3[16.7 µM] | -8 | -6 | -3 |
| CC(C)(C)OC(=O)C[C@H]1C/C=C\C[C@@H](CC(=O)NCCO)C(=O)N[C@H](C(C)(C)C)COC1=O | 1 | 3 | -1 | . | -7 | -1 | -4 |
| COc1ccc(/C=N/NC(=O)c2snnc2C)c(OC)c1OC | -1 | -3 | 20 | -9 | 4 | -1 | 2 |
| Cc1ccc(C(=O)NCCn2cc(SCC(=O)Nc3cc(C)on3)c3ccccc32)cc1 | -2 | 7 | 2 | 7 | 58* | -10 | -1 |
| O=C(CCc1ccc(S(=O)(=O)N2CCOCC2)cc1)N/N=C/c1ccc(O)c(O)c1O | -2 | . | 2 | -2 | -5 | 11 | . |
| COc1ccc(CN2CCNC(=O)C2CC(=O)NCC2CCOCC2)cc1C (stereo not drawn) | 6 | 5 | 1 | . | 4 | -1 | -1 |
| Clc1ccc(Cc2noc(Cc3ccccc3)n2)cc1Cl | -4 | . | -1 | . | -7 | . | . |
| O=C(NCC(c1cccs1)N1CCOCC1)C1CCN(S(=O)(=O)c2cccc(C(F)(F)F)c2)CC1 (stereo not drawn) | . | -4 | . | . | . | -7 | -6 |
| CCN(CC(=O)Nc1ccc(NC(C)=O)cc1)C(=O)Cc1ccccc1F | -1 | -6 | -1 | . | -13 | . | -1 |
| CCN(CC)c1ccc(NC(=O)CN2C(=O)CSc3ncccc32)c(C)c1 | -2 | 17 | 6 | 0 | -17 | -5 | . |
| C[C@@H]1CN([C@H](C)CO)C(=O)c2cccc(NC(=O)C3CCCCC3)c2O[C@H]1CN(C)Cc1ccc(C(=O)Nc2ccccc2N)cc1 | -4 | -13 | -12 | -13[16.7 µM] | 4 | -1 | 4 |
| CC(=O)c1cccc(NC(=S)NC(=O)c2cncc(Br)c2)c1 | -1 | 7 | -1 | 4 | 18 | 4 | 0 |

Later entries:
| canonical_smiles | Cneo AK release | ERp5 block | C2C12 statin | miR-122 sensor | esBAF inh | ARNT TACC3 PPI | SIRT5 block |
| --- | --- | --- | --- | --- | --- | --- | --- |
| CCOCCCn1c(=N)c(C(=O)NCc2ccc3c(c2)OCO3)cc2c(=O)n3cccc(C)c3nc21 | -3 | 6 | -44 | 29 | -5 | 4 | -4 |
| COC(=O)c1ccc(C2/C(=C(/O)c3ccc(OC(C)C)cc3)C(=O)C(=O)N2c2cc(C)on2)cc1 (stereo not drawn) | -1 | . | 17 | 2 | -5 | -3 | . |
| O=C(CCCc1nc(-c2ccccc2)no1)NC1CCCCC1 | 0 | 0 | 3 | -2 | -4 | 2 | 0 |
| CCCN(CC(=O)Nc1ccccc1C)C(=O)c1ccc(N2CCOCC2)c([N+](=O)[O-])c1 | -3 | 0 | 5 | -2 | 1 | -9 | -2 |
| COc1cc(OC)cc(-c2sc3ccc(OC)cc3c2-c2ccc(OCCN3CCOCC3)cc2)c1 | 2 | . | -2 | 8 | 0 | 1 | . |
| O=C(Nc1ccccc1N1CCCCC1)c1cccc(Cl)c1 | 0 | 4 | -24 | -3 | -25 | -8 | -1 |
| COc1ccc(-c2c(C)nn3c(N4CCC5(CC4)OCCO5)cc(C)nc23)cc1OC | . | . | . | -11 | 0 | -4 | . |
| COc1ccccc1NC(=O)Cn1cnc2c1c(=O)n(C)c(=O)n2C | -1 | . | 8 | -1 | -4 | -5 | . |
| Cn1nnnc1SCC(=O)Nc1nn(-c2ccccc2)nc1C(N)=O | 2 | 2 | 1 | -8 | -6 | 2 | -3 |
| N#Cc1nc(-c2cccc(Cl)c2)oc1NCc1cccnc1 | -2 | . | 5 | 40 | -8 | . | . |
| C[C@H](CO)N1C[C@H](C)[C@@H](CN(C)C(=O)CC2CC2)Oc2ncc(-c3ccc(C#N)cc3)cc2C1=O | 3 | 7 | 10 | -4[16.7 µM] | 4 | -6 | 2 |
| COC(=O)Cc1csc(NC(=O)CSc2nnc3ccccn23)n1 | . | 0 | . | . | . | -15 | -2 |
| CNC(=O)COC(=O)/C=C/c1cn(-c2ccccc2)nc1-c1ccc(C)o1 | -3 | -4 | 0 | -7 | 2 | -6 | . |
| Cc1ccc(S(=O)(=O)NCc2ccccc2)cc1C(=O)NCC1CCCO1 (stereo not drawn) | . | 1 | . | . | . | -2 | 3 |
| O=c1c2ccccc2nc(/C=C/c2cc(Br)ccc2O)n1CCO | 1 | 0 | 21 | 4 | -4 | 0 | 2 |
| COc1ccccc1C(=O)N1CCN(c2nc3cc(C)c(C)cc3cc2C#N)CC1 | -1 | . | 7 | -1 | 2 | . | . |
| CCOC(=O)Cn1nc(C)c(NC(=O)c2cccc([N+](=O)[O-])c2)c1C | . | -4 | . | . | . | 3 | -3 |
| C[C@H]1CCCCO[C@@H](CN(C)S(=O)(=O)c2cccs2)[C@@H](C)CN([C@@H](C)CO)C(=O)c2cc(NS(=O)(=O)c3cn(C)cn3)ccc2O1 | 4 | 3 | . | 0[16.7 µM] | 0 | -7 | -7 |
